zVAD death inh = blocks zVAD induced death of L929 cells; L929 zVAD necroptosis rescue, ATP luminescence, 24 h; with zVAD 60 µM; viability rescue, % at 10 µM; 220,000 compounds, 0.38% hits;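 active = activation, scaled between plate controls, above about 75%, limit read from the data; inactive = activation under that limit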;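 note: 0% = zVAD with DMSO and 100% = DMSO alone without zVAD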
Wee1 degr inh = blocks degradation of human Wee1 kinase. reporter increase, % at 5 µM. HeLa Luc-Wee1K328M stability, luciferase luminescence; 100% = proteasome inhibitor MG132 effect. 220,000 compounds, 1.2% hits. P30291;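 active = activation above the mean of all tested compounds plus 3 SD, set per screening run, cut at about 8.8% in these data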;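 note: cells exposed to compound for 20 h before luminescence read; 0% = DMSO alone and 100% = MG132 at 30 µM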
PPC-1+TRAIL kill = compounds killing PPC-1 cancer cells with TRAIL present (potentiator screen, no TRAIL-free arm) | 220,000 compounds, 0.41% hits | AID 1443 | PPC-1 cells + TRAIL, ATPLite viability luminescence | cell killing (% activity), % at 4 µM;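 active = cell killing above 50% in the first pass at 4 µM, then a duplicate retest at 5 µM averaging 50% or more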;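 note: plate controls were cells with TRAIL plus DMSO for no effect and medium-only wells lacking cells for full effect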
TNF death inh = TNF-alpha cell death inhibition in Jurkat FADD-/- cells; Jurkat FADD-/- TNF necroptosis rescue, ATP luminescence, 24 h; 0 = TNF only, 100 = no-TNF cells; AID 463075; 220,000 compounds, 0.068% hits; activation (protection from cell death), % at 10 µM;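 active = activation, meaning protection from cell death, of at least 50% relative to plate controls; inactive = activation below 50%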;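 note: necroptosis triggered by 40 ng/mL TNF-alpha added together with compound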
EP2 antag = inhibitors of human EP2 prostaglandin E2 receptor. P43116. C6 glioma cells expressing human EP2, cAMP TR-FRET; cells stimulated with saturating PGE2. inhibition, % at 25 µM. 260,000 compounds, 0.52% hits. AID 1422;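 active = percent inhibition above 40 after rounding to a whole number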;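 note: rat C6 glioma host cells with rolipram phosphodiesterase inhibitor present; the protocol text gives 20 µM as final concentration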
Target sequence (P43116 whole entry, looked up): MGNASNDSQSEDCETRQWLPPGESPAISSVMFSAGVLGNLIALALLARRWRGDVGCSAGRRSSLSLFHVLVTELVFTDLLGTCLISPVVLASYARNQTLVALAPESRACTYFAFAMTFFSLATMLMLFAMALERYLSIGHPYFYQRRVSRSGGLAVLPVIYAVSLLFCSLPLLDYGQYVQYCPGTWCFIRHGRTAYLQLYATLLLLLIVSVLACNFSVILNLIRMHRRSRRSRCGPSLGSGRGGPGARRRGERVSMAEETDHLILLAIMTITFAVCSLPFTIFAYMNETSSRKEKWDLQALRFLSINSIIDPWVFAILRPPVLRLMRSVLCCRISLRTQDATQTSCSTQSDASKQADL
CHOP inh = blocks CHOP induction under ER stress. 220,000 compounds, 3.8% hits. AID 2732. CHO-K1 CHOP-promoter luciferase, tunicamycin-induced, 15-18 h. inhibition, % at 10 µM;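 active = compounds that reduced the stress-induced luciferase reporter signal by more than about 70% of percent inhibition, limit read from the data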;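 note: 0% = tunicamycin plus vehicle and 100% = wells without tunicamycin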
FXIa inh 1536 = blocks human coagulation factor XIa protease activity | P03951 | purified FXIa, Boc-Glu-Ala-Arg-AMC fluorogenic substrate | inhibition, % at 5 µM | 220,000 compounds, 0.14% hits;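 active = inhibition of at least 40%; inactive = inhibition below 40%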;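 note: fluorescence of freed AMC excited at 355 nm; 0% = enzyme without compound and 100% = no enzyme blank; many of its hits are not listed in these tables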
FXIIa inh 1536 = blocks human coagulation factor XIIa protease activity; inhibition, % at 5 µM; 220,000 compounds, 0.3% hits; purified FXIIa, Boc-QGR-AMC fluorogenic substrate, 2 h; P00748; in the data active = inhibition above about 40%;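 note: 0% = enzyme with no compound and 100% = blank without enzyme; many of its hits are not listed in these tables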
Target sequence (P00748 20-372 limits assumed): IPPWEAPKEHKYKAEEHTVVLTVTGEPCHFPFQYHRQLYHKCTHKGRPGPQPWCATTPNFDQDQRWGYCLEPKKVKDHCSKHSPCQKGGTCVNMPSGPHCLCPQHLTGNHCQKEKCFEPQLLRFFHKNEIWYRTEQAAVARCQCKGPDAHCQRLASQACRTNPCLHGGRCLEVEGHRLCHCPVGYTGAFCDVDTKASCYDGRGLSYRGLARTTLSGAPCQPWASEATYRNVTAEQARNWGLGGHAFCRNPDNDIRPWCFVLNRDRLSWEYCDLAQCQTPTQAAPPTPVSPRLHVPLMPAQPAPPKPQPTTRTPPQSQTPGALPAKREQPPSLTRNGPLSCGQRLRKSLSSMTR
Target sequence (P00748 373-615 limits assumed): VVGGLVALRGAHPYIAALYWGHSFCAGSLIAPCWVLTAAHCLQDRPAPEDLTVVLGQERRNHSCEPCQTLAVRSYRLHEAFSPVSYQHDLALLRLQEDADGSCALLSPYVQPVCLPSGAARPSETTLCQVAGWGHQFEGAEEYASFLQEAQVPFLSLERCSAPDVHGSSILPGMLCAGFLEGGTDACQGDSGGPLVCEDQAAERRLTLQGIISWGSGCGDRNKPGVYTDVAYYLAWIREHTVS
Tb hexokinase = blocks Trypanosoma brucei hexokinase 1 activity | recombinant TbHK1, G6PDH-coupled NADH A340 | inhibition, % at 10 µM | 220,000 compounds, 0.11% hits | AID 1430;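 active = inhibition of 50% or more in the single-dose primary screen; inactive = inhibition below 50%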
* marks the source's active call; other numbers are inactive results; / = no result given; & = joins results of further samples; [ ] = remark or other dose.

SMILES	zVAD death inh	Wee1 degr inh	PPC-1+TRAIL kill	TNF death inh	EP2 antag	CHOP inh	FXIa inh 1536	FXIIa inh 1536	Tb hexokinase
COc1ccc(S(=O)(=O)N(CC(=O)N/N=C/c2cccs2)c2cc(C)cc(C)c2)cc1OC	1.1	0	4	-9.9	9	13	-5	7	-7
CC(=O)N(CCCCN1C(=O)c2ccccc2C1=O)c1ccc(C)cc1	-0.5	-1	12	-1.2	15	53	1	13	5
Cc1cccc(OCCNC(=O)c2cc(-n3cnnc3)ccc2Cl)c1	-0.1	-2	15	-2.0	10	-3	-2	7	3
Cc1cccc(/C=C\c2nc3ccccc3c(=O)[nH]2)c1	0.9	0	38	-7.4	6	101*	7	14	-18
CCOC(=O)c1sc(Nc2ccc(C)cc2C)nc1C	1.4	2	5	0.6	9	93*	1	12	20
COc1ccc(NC(=O)C2CCN(C(=O)Cc3ccccc3)CC2)cc1OC	1.9	2	10	1.8	5	11	-3	1	0
CCOc1ccccc1N1CCN(C(=O)c2cc3c(s2)CCC3)CC1	0.7	2	-12	-0.7	2	-4	9	2	-1
OCc1cn(-c2ccccc2)nn1	0.4	-3	-4	0.1	4	9	0	6	5
Cc1nc(CNS(=O)(=O)c2ccc3c(c2)OCCO3)cs1	0.0	-4	-3	-0.3	11	-4	7	10	1
CC1CC2(CCCC2)N(C(=O)c2ccccc2)Cc2ccccc21 (stereo not given)	-0.7	4	7	-0.4	6	59	10	18	-5
O=C(c1ccco1)N1CCN(C(c2ccc(Cl)cc2)c2nnnn2Cc2ccccc2)CC1 (stereo not given)	-0.1	-2	-15	-1.4	17	14	12	15	0
O=C(Cc1noc2ccccc12)Nc1ccc(Cl)cc1	-0.1	-3	15	5.1	9	-29	-3	8	5
S=C1NC2(CCS1)Oc1ccccc1C1CC(c3ccccc3)=NN12 (stereo not given)	-0.4	5	14	-5.3	6	24	0	9	-19
CC(O)[C@H]1CNC(=O)C(=O)N1CC1(c2ccccc2)CC1 (stereo not given in full)	1.1	/	16	2.2	9	-16	-4	0	-5
CCOCCCNC(=O)C1CCC(CNS(=O)(=O)c2ccc(OC)cc2)CC1 (stereo not given)	0.2	-1	17	3.0	2	-8	1	13	2
CC(C)CCNC(=O)C(C)N(Cc1ccc(F)cc1)C(=O)c1ccc(CN2CCCCC2)o1 (stereo not given)	-0.3	2	-9	0.6	8	1	-4	0	-3
O=C(Nc1ccccc1)c1ccccc1OCc1ccc(S(=O)(=O)N2CCOCC2)cc1	14	-2	-19	0.5	4	11	-3	6	-10
COC(=O)c1ccc2c(=O)n(Cc3ccco3)c(SCC(=O)Nc3cc(C)on3)nc2c1	-0.6	1	-1	1.6	5	91*	-6	1	-2
CC[C@@H](C)C(C(=O)N1CCN(C(=O)OC(C)(C)C)CC1)n1cc(-c2cn([C@@H](C)C(=O)N3CCN(C(=O)OC(C)(C)C)CC3)nn2)nn1 (stereo not given in full)	0.2	/	6	1.3	9	20	-3	3	-19
O=C(O)c1cnn2c1C(=O)N(Cc1cccs1)CC2	3.5	6	1	0.1	3	5	-2	3	2
O=C(Nc1cc(Cl)ccc1Cl)C1CC(=O)N(c2ccccc2)C1 (stereo not given)	-0.4	-3	1	1.0	2	-6	4	7	3
COc1ccc(C2CC(c3ccccc3)=NN2C(=O)CN2N=NC3C(=O)N(c4cccc(F)c4)C(=O)C32)cc1 (stereo not given)	0.1	2	-1	0.1	9	14	-3	5	-2
CCOc1ccc(NC(=O)N(CCC(C)C)C(C)c2ccco2)cc1 (stereo not given)	0.7	0	42	0.7	/	28	2	10	2
COc1ccc(O)c(C2=Nc3ccccc3N=C(c3cccs3)C2)c1	-0.2	2	3	1.9	2	30	-3	4	22
CCOC(=O)CNc1nnc(SCC(=O)OCC)[nH]c1=O	-0.2	-1	-5	-5.7	8	46	0	6	-6

The list goes on:
SMILES	zVAD death inh	Wee1 degr inh	PPC-1+TRAIL kill	TNF death inh	EP2 antag	CHOP inh	FXIa inh 1536	FXIIa inh 1536	Tb hexokinase
Cc1ccc(-c2cc3c(nn2)-c2ccccc2C3=O)cc1	-1.8	-5	90*[5 µM]	-15	2	101*	2	12	-12
Oc1[nH]c2ccccc2c1N=Nc1ccc(C(F)(F)F)cn1	0.3	1	9	-3.5	/	3	7	6	-13
O=C(Nc1nnc(Cc2c[nH]c3ccccc23)s1)c1ccc(Cl)cc1Cl	0.8	9	8	1.2	6	10	4	11	-2
COc1ccc(S(=O)(=O)N2CCC3(CC2)OCCO3)cc1	1.9	3	-5	0.4	5	-2	-2	11	-1
COc1cccc(/C=N/n2nnc3c(cnn3-c3ccccc3)c2=O)c1	-0.3	2	25	-5.3	/	32	3	4	-16
O=c1cc(CSc2nnc(COc3ccccc3)n2-c2ccccc2)c2ccccc2[nH]1	-0.1	-1	8	-0.1	8	2	-1	0	-5
O=C(NC1CCS(=O)(=O)C1)c1c(NC(=O)C2COc3ccccc3O2)sc2c1CCCC2 (stereo not given)	-1.1	5	-1	2.1	14	18	7	-1	-5
Cc1cc2c(C)c(C)c(=O)[nH]c2cc1N	1.4	0	3	-0.8	20	-1	0	-11	-35
CN1N=C2c3ccccc3CCC2C1c1ccc(Cl)cc1 (stereo not given)	0.5	2	18	-0.7	11	-26	1	8	1
CCCCC1S/C(=N/N=C/c2ccco2)NC1=O (stereo not given)	0.2	0	6	1.0	9	1	12	14	-23
Cc1nnc(N2CCN(c3ccccc3)CC2)c2nn(-c3ccccc3F)c(C)c12	0.5	5	/	-0.6	/	/	/	/	-7
Fc1ccccc1Sc1ccccc1CNC1=NCCN1	-0.3	-2	13	0.6	15	-27	1	7	2
CC1(C)COC(/C=C/c2cccc([N+](=O)[O-])c2)=N1	68	9	10	-9.3	1	-37	4	14	8
Cc1cc(C)c(O)c(C2(O)C(=O)c3ccccc3C2=O)c1	-1.0	4	13	-2.9	5	-5	20	18	0
Cc1ccnc(NC(=O)C2CCN(S(=O)(=O)c3cccc4nonc34)CC2)c1	-0.3	-1	12	-0.6	16	48	2	16	-7
Cc1nc(S(=O)(=O)c2ccc(Br)cc2)nc2c1CCC2	-0.3	2	3	0.6	10	5	-4	10	-2
O=c1c(-c2ccc(O)cc2)coc2cc(O)cc(O)c12	0.0	/	6	-5.7	10&5&9	-14&-5	5	9	-35
Cc1c(O)nc(SC2CC(=O)N(c3ccccc3)C2=O)[nH]c1=O (stereo not given)	0.4	1	23	-0.3	11	-14	6	20	-3
COc1ccc(/C=N/NC(=O)c2[nH]c3ccc(Br)cc3c2-c2ccccc2)c(C(=O)O)c1OC	0.5	0	-7	2.1	4	-26	1	3	-26
CC1=C(C(=O)N2CCOCC2)C(c2ccc(-c3ccccc3)cc2)NC(=S)N1 (stereo not given)	0.5	0	1	-0.5	10	2	1	10	-6
O=C(c1ccc(Cl)cc1)N1CCN(c2ccc(F)cc2)CC1	0.2	1	16	-3.8	11	9	9	21	3
N#CCCn1cnc2c(=S)nc[nH]c21	-0.2	4	13	0.6	9	20	-5	-11	-14
c1ccc(CCN2CN(CCCN3CCOCC3)c3nc4ccccc4n3C2)cc1	-0.1	4	-13	-3.0	13	5	-4	0	0
CCOc1ccc2nc(NC(=O)COc3ccc(N(C)S(=O)(=O)c4ccc(C)cc4)cc3)sc2c1	0.3	1	-7	-1.5	8	-7	1	4	-12
Cc1ccc(C(NC(=O)C(C)C)c2cc([N+](=O)[O-])c3cccnc3c2O)cc1 (stereo not given)	0.4	-1	24	-3.1	12	3	5	11	6

Four entries from above, with two lines to a compound.
Below each SMILES: zVAD death inh, Wee1 degr inh, PPC-1+TRAIL kill, TNF death inh, EP2 antag, CHOP inh, FXIa inh 1536, FXIIa inh 1536, Tb hexokinase
CC1(C)COC(/C=C/c2cccc([N+](=O)[O-])c2)=N1
  68, 9, 10, -9.3, 1, -37, 4, 14, 8
Cc1cc(C)c(O)c(C2(O)C(=O)c3ccccc3C2=O)c1
  -1.0, 4, 13, -2.9, 5, -5, 20, 18, 0
Cc1ccnc(NC(=O)C2CCN(S(=O)(=O)c3cccc4nonc34)CC2)c1
  -0.3, -1, 12, -0.6, 16, 48, 2, 16, -7
Cc1nc(S(=O)(=O)c2ccc(Br)cc2)nc2c1CCC2
  -0.3, 2, 3, 0.6, 10, 5, -4, 10, -2

More compounds follow.
SMILES	zVAD death inh	Wee1 degr inh	PPC-1+TRAIL kill	TNF death inh	EP2 antag	CHOP inh	FXIa inh 1536	FXIIa inh 1536	Tb hexokinase
CCn1nc(NC(=O)c2ccncc2)c2cc3ccc(C)cc3nc21	3.2	-2	-5	-1.8	3	30	-8	-6	-11
O=C(COc1ccc(Cl)cc1)Nc1ccc(N2CCN(C(=O)c3ccco3)CC2)cc1	1.9	-2	8	-14	11&16	74*	0	4	-13
COc1cc(/C=N/n2c(-c3ccccc3)n[nH]c2=S)ccc1O	3.8	0	12	0.5	12	11	3	8	-31
COc1cc(C(=O)OCC(=O)NCc2ccc(F)cc2)cc(NC(=O)c2cccs2)c1OC	2.7	1	32	2.2	3	35	-2	10	-32
Cc1ccc(C(=O)/C=C/c2c(C)nn(-c3ccccc3)c2Cl)cc1	-0.4	0	16	-5.0	/	10	-2	6	-17
COc1cc2c(cc1OC)CN(C(=O)c1cc3ccccc3oc1=O)CC2	0.5	-1	-6	-13	9	/	10	22	26
Cc1ccc(NC(=O)Cc2nnc(SCC(=O)c3ccc(Br)cc3)n2C)cc1Cl	0.2	-2	-4	-0.8	/	61	-9	10	-5
C#CC(C)OC(=O)Nc1cnccc1C(F)(F)F (stereo not given)	1.1	1	-8	-0.7	9	-5	3	12	-2
CC(=O)OC[C@H]1O[C@H](C/C=N/OC[C@@H](O)[C@H]2O[C@@H]3OC(C)(C)O[C@@H]3[C@H]2O)C=C[C@@H]1OC(C)=O	-0.1	0	17	2.6	/	-1	15	18	3
O=S(=O)(c1cccc2cccnc12)N1CCN(c2ccccc2)CC1	0.7	-1	28	0.5	8	17	2	0	10
Cc1noc(C)c1COC(=O)CNC(=O)c1cccc(F)c1	2.0	4	23	0.9	6	-20	-2	12	0
COc1cc(C(=O)NCCNC(=O)C2CCCNC2=O)cc(OC)c1OC (stereo not given)	0.4	0	15	1.2	8	3	8	7	-7
O=C(O)c1cccc(-n2cccc2/C=C/[N+](=O)[O-])c1	0.8	0	-9	1.2	7	5	2	6	0
CCN(CC)S(=O)(=O)c1cc(C(=O)NCCN2CCOCC2)ccc1Cl	1.8	-4	26	1.3	8	8	-2	7	8
O=C(Nc1ccccc1)c1ccn[nH]1	0.2	2	43	0.2	3	-21	-3	13	4
O=C1c2oc3ccccc3c(=O)c2C(c2cccc(O)c2)N1c1ccccn1 (stereo not given)	-0.7	0	12	-3.6	8	-4	-2	8	-8
CN(CC(=O)Nc1ccc(F)c(F)c1F)C1CCCCC1	-1.7	-1	8	-0.3	9	75*	5	-7	1
Cc1ccc(C(C)C)c(OCc2nc(-c3nonc3N)no2)c1	4.1	-1	10	2.1	8	95*	-1	22	0
CC1Sc2n(c3ccccc3[n+]2C)N=C1c1ccccc1 (stereo not given)	0.9	-2	3	-3.2	7	-6	7	11	-8
Cc1cc(C)cc(NC(=O)c2ccc([N+](=O)[O-])o2)c1	37	-1	27	-14	1	-29	70*	32	-14
CCCCn1c(SCC(N)=O)nnc1-c1ccco1	0.3	2	-24	-2.0	3	-7	3	14	5
CCOC(=O)c1[nH]ncc1CN1CCN(Cc2ccc(C)cc2)C(CCO)C1 (stereo not given)	-0.2	-1	1	0.2	1	10	3	10	8
O=c1[nH]c2ccccc2nc1Cc1ccccc1	0.5	0	-11	-0.8	12	-3	5	2	-13
Cc1ccccc1NC(=O)c1ocnc1C	0.9	-2	-17	-2.4	9	5	-4	2	4
CCOc1ccc(S(=O)(=O)N2CCCCCC2)cc1	0.5	1	15	0.7	6	55	2	-11	-5

A portion of the library; count on the stated rates, not on these rows.
